Screening results from PubChem BioAssay.
Pf gamet viab: P. falciparum stage V gametocyte viability inhibition | P. falciparum stage V gametocytes, ATP luminescence, 24 h | 0.065% of 150,000 active | AID 743093 | inhibition, % at 10.9 µM;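 active = inhibition above the mean plus 3 SD of compounds within the control limits, set per campaign, cut at about 38% in these data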;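 also: 0% = DMSO wells and 100% = medium only without gametocytes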
Mcl1 Bid PPI: disrupts binding of human Mcl-1 to Bid peptide | Q07820 | TR-FRET Mcl-1/Bid-Dy647 peptide binding, 1536-well | inhibition, % at 21.7 µM | 0.97% of 220,000 active | AID 1021;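 active = compounds that cut the binding signal by more than half at the single screening dose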;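 also: His-tagged Mcl-1 with europium anti-His antibody binding Bid BH3 peptide; 0% = Mcl-1 plus peptide wells and 100% = peptide-only wells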
Target sequence (Q07820 whole entry, looked up): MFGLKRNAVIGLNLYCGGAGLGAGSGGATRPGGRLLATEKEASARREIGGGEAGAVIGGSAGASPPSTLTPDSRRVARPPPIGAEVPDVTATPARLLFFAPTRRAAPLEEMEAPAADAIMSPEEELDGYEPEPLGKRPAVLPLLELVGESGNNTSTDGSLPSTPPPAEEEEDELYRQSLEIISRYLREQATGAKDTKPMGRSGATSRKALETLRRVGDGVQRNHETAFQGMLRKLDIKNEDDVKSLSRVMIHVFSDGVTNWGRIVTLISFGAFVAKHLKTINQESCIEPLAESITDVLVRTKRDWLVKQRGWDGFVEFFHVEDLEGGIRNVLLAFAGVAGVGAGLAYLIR
Mcl1-Noxa inh: disrupts binding of human Mcl-1 to Noxa peptide; Q07820; TR-FRET Mcl-1/Noxa peptide binding, 2 h; inhibition, % at 21.7 µM; 1.5% of 220,000 active; AID 1022;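 active = compounds that cut the protein-peptide binding signal by more than 50% relative to plate controls in a single-dose test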;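 also: His-tagged Mcl-1 with rhodamine Noxa BH3 peptide and terbium anti-His antibody; 0% = Mcl-1 plus Noxa peptide wells and 100% = peptide-only wells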
RGS8-Gao reg: modulates binding of RGS8 to human Galphao. response (percent of control binding), % at 10 µM. 0.34% of 220,000 active. P09471. multiplexed bead flow cytometry; actives lie on both sides. AID 1423; in the data active = response below about 60% or above about 140%; inactive = in between;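 also: Galphao activated as the GDP aluminium fluoride complex binding bead-coupled RGS8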
Target sequence (P09471 whole entry, looked up): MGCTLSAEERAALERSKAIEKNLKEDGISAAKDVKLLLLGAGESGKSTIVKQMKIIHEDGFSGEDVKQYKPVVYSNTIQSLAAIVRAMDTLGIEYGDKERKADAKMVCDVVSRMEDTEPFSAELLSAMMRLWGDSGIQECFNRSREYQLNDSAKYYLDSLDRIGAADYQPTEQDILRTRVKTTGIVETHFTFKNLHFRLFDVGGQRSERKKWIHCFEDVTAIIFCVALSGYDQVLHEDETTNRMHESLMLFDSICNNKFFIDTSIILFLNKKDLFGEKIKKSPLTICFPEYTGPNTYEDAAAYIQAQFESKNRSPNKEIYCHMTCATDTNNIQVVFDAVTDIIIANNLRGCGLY
* hit, by the source's call; & = joins results of further samples; ! = not active in a repeat. Some of the compounds tested. The share of hits here may be higher or lower than overall.

Values run as follows: Mcl1 Bid PPI | Mcl1-Noxa inh | Pf gamet viab | RGS8-Gao reg
> Cn1c(=O)c([N+](=O)[O-])c(N2CCSCC2)c2ccccc21
  -15 | -18 | -3 | 100
> Oc1ccc(/C=N/Nc2nc(-c3ccccc3F)nc3ccccc23)c(O)c1
  -84 | -38 | 14 | 101
> COc1cccc(NC2c3ccccc3C(=O)N2Cc2ccccc2Cl)c1 (stereo unspecified)
  -12 | 18 | 16 | 110
> CCC(C)NC(=O)C1c2ccccc2Oc2ccccc21 (stereo unspecified)
  19 | 6 | 12 | 102
> Cc1ccc(NC(=O)/C(C#N)=N/Nc2ccc(C(=O)O)cc2)c(C)c1
  -74 | 2 | -4 | 100
> N#Cc1cccnc1N1CCN(C(=O)COCC(=O)O)CC1
  -4 | -7 | -3 | 102
> CCn1c(SCC(=O)OC)nnc1-c1ccc(C)cc1
  -14 | 13 | 16 | 95
> O=C(O)CCCN1C(=O)/C(=C/C=C/c2ccco2)SC1=S
  34 | 94* | -27 | 81
> O=C1C(Cc2ccc(O)cc2)NC(=S)N1Cc1ccccc1 (stereo unspecified)
  -27 | 14 | -5 | 97
> CCCOc1ccccc1/C=C(\C#N)C(=O)Nc1cccnc1
  16 | 2 | 10 | 105
> COc1ccc(Cl)cc1N1C(=O)CC(Sc2ccccc2N)C1=O (stereo unspecified)
  5 | -5 | 1 | 100
> O=C(Nc1cccnc1)c1ccc(NS(=O)(=O)c2cc([N+](=O)[O-])ccc2Cl)cc1
  2 | 47 | -26 | 102
> CC1=NCCN1CCNC(=O)Nc1ccc(F)cc1
  -12 | -6 | 4 | 113
> CC(=O)Cc1cc2cc([N+](=O)[O-])ccc2oc1=O
  40 | 18 | -2 | 101
> CCOC(=O)C1C(c2ccc(OC)c(OC)c2)c2c([nH][nH]c2=O)CC1(C)O (stereo unspecified)
  -132 | -16 | -11 | 105
> Cc1cccc2cc(/C=C/C(=O)c3ccco3)c(Cl)nc12
  -19 | 23 | 12 | 98
> COc1cccc(OC)c1C(=O)NC(=O)Nc1c(F)cc(F)cc1F
  -5 | -5 | -8 | 100
> CCN(CC)S(=O)(=O)c1cccc(NC2=NCCCCC2)c1
  -17 | 12 | -20 | 104
> COc1ccc(-c2nn(-c3ccccc3)cc2C(=O)NC(=S)Nc2cc(Cl)ccc2Cl)cc1
  -76 | 3 | 10 | 97
> COc1cc(/C=N/Nc2nc3ccccc3s2)ccc1O
  -5 | 28 | -25 | 106
> Cc1ccccc1CN1C(=O)C(C)S/C1=N/N=C/c1ccco1 (stereo unspecified)
  -29 | -2 | -2 | 95
> COc1cc(-c2cc3nc4ccccc4n3c(N)c2C#N)cc(OC)c1OC
  -14 | 3 | 7 | 98
> Cn1c(=O)c(C(=O)Nc2ccccc2S(N)(=O)=O)c(O)c2ccccc21
  2 | -3 | -8 | 98
> C[c-]1[c-](C)[c-](C)[c-](C)[c-]1C.[Fe].c1cc2nccc(N3CCCC3)[c-]2c1 (stereo unspecified)
  -107&-72 | 55*! | -6&2 | 103&100
> CC1=NN(c2cccc(Cl)c2)C(=O)C1
  -36 | 4 | 11 | 96
> CC(C)C(=O)NC(=S)Nc1c(Cl)ccc2nsnc12
  -41 | 4 | -17 | 72
> CNn1cnc2ccsc2c1=O
  1 | 1 | -23 | 104
> C(=C\N1CCCCCC1)/c1nnnn1-c1ccc(-c2ccccc2)cc1
  -94 | 3 | -14 | 103
> CC(C)c1ccc(/C=N/NC(=O)c2cc(-c3cccc([N+](=O)[O-])c3)n[nH]2)cc1
  43 | 22 | -26 | 106
> COc1ccc(-n2c(SCC(=O)Nc3ccccc3)nc(O)cc2=O)cc1
  -38 | -6 | 11 | 101

Remaining list, next part:
Values run as follows: Mcl1 Bid PPI | Mcl1-Noxa inh | Pf gamet viab | RGS8-Gao reg
> O=C(Nc1ccc(S(=O)(=O)Nc2nccs2)cc1)c1cc(=O)[nH]c2ccccc12
  -8 | 38 | 9 | 98
> O=C1CSCC(=O)N1c1ncc(C(F)(F)F)cc1Cl
  -4 | -2 | -5 | 102
> O=C(CCC(=O)c1ccc(-c2ccccc2)cc1)Nc1cccnc1
  -13 | -13 | 3 | 106
> COC(=O)N/N=C/c1cc(Cl)c(OCc2ccccc2F)c(OC)c1
  4 | 27 | -18 | 105
> COC(=O)n1c(=O)oc2ccc(S(=O)(=O)N3CCCCC3)cc21
  -22 | -3 | 24 | 99
> O=C(C1=NN[C@@H]2C(=O)N(c3cccc(C(F)(F)F)c3)C(=O)[C@H]12)c1cnccn1
  -30 | 13 | -4 | 96
> Cc1cc(C)nc(SCC(N)=O)n1
  -14 | -13 | 6 | 106
> C=CCOC(=O)C1=C(C)NC(C)=C(C(=O)OCC=C)C1c1ccc(C)o1
  -139 | -20 | -1 | 101
> Cc1nc2ccc(Cl)cc2nc1C
  -14 | 7 | 21 | 96
> CC(=O)SC1CC(=O)N(c2ccc(C(C)(C)C)cc2)C1=O (stereo unspecified)
  -49 | -28 | -2 | 98
> O=C(COC(=O)c1c[nH]c(=O)[nH]c1=O)Nc1ccccc1Br
  -4 | 1 | -16 | 98
> O=C(c1nc2ccccn2c1CNCCn1ccc2ccccc21)N1CCOCC1
  -119 | 27 | -5 | 102
> O=C(N/N=C/c1ccccn1)c1cccc(S(=O)(=O)N2CCCC2)c1
  -42 | -59 | 21 | 100
> Clc1ccc(C2=NN(c3ccccc3)C(c3ccco3)C2)cc1 (stereo unspecified)
  -60 | 18 | 0 | 101
> Cc1ccc(/C=C2\CC(C)CC3=C2NC(=S)NC3c2ccc(C)cc2)cc1 (stereo unspecified)
  -63 | -9 | 1 | 96
> NC(=O)CCCc1nc(-c2ccccc2)no1
  -6 | 7 | 6 | 95
> CC(=O)Nc1cccc(-n2nnc(SCC(N)=O)n2)c1
  -39 | -12 | -1 | 103
> O=C(O)c1c(N2CCCCC2)ccc([N+](=O)[O-])c1N1CCCCC1
  -7 | 13 | -5 | 99
> O=C(Nc1cccc(S(=O)(=O)NC2=NCCCCC2)c1)c1cc(-c2ccco2)nc2ccccc12
  12 | 97* | -6 | 100
> O=C(/C=C/c1ccc2ccccc2n1)N1CCN(S(=O)(=O)c2ccccc2F)CC1
  -27 | 10 | 13 | 98
> CC1CCN(c2c(NCc3ccc(C(=O)N(C)C4CCCCC4)cc3)c(=O)c2=O)CC1
  -19 | 4 | -23 | 88
> C=CCNC(=O)C12CCC(C)(C(=O)[C@H]1Br)C2(C)C (stereo partly specified)
  -9 | -16 | -7 | 102
> Nc1nonc1-n1nnc(C(=O)N/N=C/c2ccccc2Cl)c1CSc1ccccc1
  13 | 9 | 2 | 102
> Cc1c(O)ccc2c(CN(C)Cc3ccccc3)cc(=O)oc12
  -86 | 6 | -5 | 100
> Cc1nn(-c2ccc(F)cc2F)c(=O)c2noc(C)c12
  -8 | 5 | 7 | 101
> CCOC(=O)c1cnn(-c2ccccc2)c1NC(=O)CN1CCOCC1
  -9 | 30 | -8 | 103
> CC(=O)Nc1ccc(NC(=O)CSc2nc3nc(-c4cccs4)cc(C(F)(F)F)c3c(=O)[nH]2)cc1
  -50 | 17 | 2 | 103
> COc1ccccc1C1(CCNC(C)c2cccs2)CCOC(C(C)C)C1 (stereo unspecified)
  -2 | 11 | -4 | 113
> CS(=O)(=O)Nc1ccc(N2CCN(c3ccc(C(F)(F)F)cn3)CC2)nc1
  -10 | -3 | 8 | 103
> CCCCCc1cc(=O)oc2c(C(CCN3CCCC(C)C3)c3ccc(OC)cc3)c(OC)cc(OC)c12 (stereo unspecified)
  -49 | 18 | -5 | 103

Continued (3 carried over from the part before).
Values run as follows: Mcl1 Bid PPI | Mcl1-Noxa inh | Pf gamet viab | RGS8-Gao reg
> COc1ccccc1C1(CCNC(C)c2cccs2)CCOC(C(C)C)C1 (stereo unspecified)
  -2 | 11 | -4 | 113
> CS(=O)(=O)Nc1ccc(N2CCN(c3ccc(C(F)(F)F)cn3)CC2)nc1
  -10 | -3 | 8 | 103
> CCCCCc1cc(=O)oc2c(C(CCN3CCCC(C)C3)c3ccc(OC)cc3)c(OC)cc(OC)c12 (stereo unspecified)
  -49 | 18 | -5 | 103
> CCCC12CN3CC(C)(CN(C1)C3c1cccs1)C2=O (stereo unspecified)
  -14 | -13 | 5 | 102
> COc1ccc(NC(=S)NNc2ccc(S(=O)(=O)Nc3ccccc3C(=O)O)cc2[N+](=O)[O-])cc1
  73* | 88* | 2 | 100
> COc1ccc(C(=O)N/N=C(\C)CC(=O)Nc2ccc(Cl)cn2)cc1
  -15 | -15 | -7 | 99
> CCc1ccc(OCCCC(=O)Nc2cccc(C(=O)O)c2)cc1
  -14 | 0 | -11 | 102
> O=C(CN1C(=O)COc2ccc(S(=O)(=O)N3CCCC3)cc21)NC1CC1
  -13 | 12 | -11 | 103
> COc1ccc(N/C=C2\C(=O)c3c(sc(C)c3C)N(C)S2(=O)=O)cc1
  -4 | -16 | -5 | 100
> CCCN1CCC(=O)N([C@H](CSc2ccc(OC)cc2)c2ccccc2)CC1
  -81 | -11 | 22 | 101
> CC(=O)c1cccc(NC(=O)CN(C)Cc2ccc(OC(F)F)cc2)c1
  29 | 12 | -23 | 102
> CCC(C)[C@H](NC(=O)Nc1ccc(S(N)(=O)=O)cc1)C(=O)OC (stereo partly specified)
  -23 | -5 | -7 | 97
> O=Nc1ccc(O)c2ncccc12
  -37 | 13 | -18 | 99
> COCCn1c(-c2ccc(F)cc2)nc2oc3cc(OC)ccc3c(=O)c2c1=O
  38 | -23 | 6 | 100
> CC(=O)c1c(COC(=O)c2ccc(Cl)cc2)nc2ccccc2[n+]1[O-]
  -30 | 16 | -2 | 99
> CC(=O)O/N=C/c1c(NCc2ccccc2)nc2c(C)cccn2c1=O
  -37 | 36 | -13 | 100
> N/C(=N\c1nc(CSc2nc3ccccc3s2)cc(=O)[nH]1)Nc1ccc(F)cc1
  -21 | -89 | 2 | 100
> O=C(Nc1cccc(-c2nc3cccnc3s2)c1)c1cccnc1Cl
  -3 | -4 | 16 | 98
> CS/C(N)=N/N=C/c1ccc2c(c1)OCO2
  -13 | 10 | -9 | 97
> O=C(O)CC1(CC(=O)NCc2ccncc2)CCCCC1
  -4 | -1 | 8 | 100
> Nc1nc(-c2ccc(Cl)cc2)nc(-c2ccc(Cl)cc2)n1
  -29 | -17 | -18 | 102
> CC(C)c1cc(CNC(=O)CCc2nnc(CCCCc3ccccc3)o2)on1
  2 | -22 | 4 | 95
> CN1CCC(NC(=O)Nc2ccc(Br)cc2)CC1
  -21 | 11 | -23 | 102
> COC(=O)[C@@H]1C[C@H]2CC[C@H](O)C[C@H]2N1Cc1ccc(C(F)(F)F)cc1
  -53 | 3 | 19 | 99
> CN(C)c1c(F)cc(-c2nn[nH]n2)cc1F
  16 | 18 | -8 | 105
> OCCCNc1ncnc2c1[nH]c1ccccc12
  -4 | -1 | 9 | 98
> Cc1ccc(S(=O)(=O)N(C)C)cc1NC(=O)c1cccs1
  -9 | -9 | -4 | 99
> COc1ccc(CC(=O)OCn2nnc3ccccc3c2=O)cc1OC
  -11 | 2 | 8 | 103
> CNNC(=S)NC1CC2CC1C1C=CCC21 (stereo unspecified)
  -25 | 14 | -24 | 104
> CCN1CCCC1CNCC(=O)Nc1ccc(OC(F)(F)F)cc1 (stereo unspecified)
  11 | 16 | 15 | 104
> COc1ccc(S(=O)(=O)N2CCCCC2)cc1NCC(=O)Nc1ccc(C)cc1
  -41 | 12 | 29 | 100
> O=C(CSc1cccc[n+]1[O-])NN(c1ccccc1)c1ccccc1
  -12 | 10 | 0 | 98
> CC(=O)c1cc2ccc(O)cc2oc1=O
  -17 | -12 | 4 | 95

Further entries:
Values run as follows: Mcl1 Bid PPI | Mcl1-Noxa inh | Pf gamet viab | RGS8-Gao reg
> COc1ccc(C2c3ccsc3CCN2C(=O)C(C)(C)C)cc1 (stereo unspecified)
  -8 | -3 | 14 | 101
> COc1ccccc1NC(=O)Cn1c(C)cc(=O)c2cccc(OC)c21
  -5 | 1 | 5 | 103
> Cc1ccc(CN2CCN(/N=C/c3ccc(N(C)C)cc3)CC2)cc1
  -125 | 15 | 5 | 98
> Cc1cc2nc3n(c2cc1C)CC1CC(C(=O)NCC2CC2)N(C)C31 (stereo unspecified)
  -48 | -28 | 13 | 103
> CCOC(=O)C(=O)NN=C(c1ccccc1)c1ccccc1
  -23 | 1 | 1 | 93
> Cc1ccc(S(=O)(=O)N(C)C)cc1NC(=O)Nc1ccccc1F
  2 | 1 | -37 | 102
> Nn1c(SCc2c(F)cccc2F)nnc1-c1ccccn1
  -24 | 14 | 7 | 98
> CN(C)C(=O)C#Cc1ccccc1
  -15 | 11 | 28 | 105
> NC1=NC[C@@H](Cc2ccc(O)cc2)N1CC1CCCCC1
  -44 | -16 | 8 | 91
> CCOc1ccc(/C=N/Nc2cc(C)nc(N3CCOCC3)n2)cc1
  -35 | 7 | -6 | 99
> COc1ccc(/C(O)=C2/C(=O)C(=O)N(c3ncccn3)C2c2ccc(F)cc2)cc1 (stereo unspecified)
  -29 | 7 | 6 | 102
